Compound activity: PubChem BioAssay, Fisher Drug Discovery Resource Center
hcGAS lum: blocks human cGAS activity | Q8N884 | recombinant h-cGAS, ATP depletion, Kinase-Glo luminescence | inhibition, % at 12.5 µM | 0.081% of 290,000 active | AID 1259398;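 further: 0% = vehicle reaction and 100% = reaction without DNA for no activity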
Target sequence (Q8N884 whole entry, looked up): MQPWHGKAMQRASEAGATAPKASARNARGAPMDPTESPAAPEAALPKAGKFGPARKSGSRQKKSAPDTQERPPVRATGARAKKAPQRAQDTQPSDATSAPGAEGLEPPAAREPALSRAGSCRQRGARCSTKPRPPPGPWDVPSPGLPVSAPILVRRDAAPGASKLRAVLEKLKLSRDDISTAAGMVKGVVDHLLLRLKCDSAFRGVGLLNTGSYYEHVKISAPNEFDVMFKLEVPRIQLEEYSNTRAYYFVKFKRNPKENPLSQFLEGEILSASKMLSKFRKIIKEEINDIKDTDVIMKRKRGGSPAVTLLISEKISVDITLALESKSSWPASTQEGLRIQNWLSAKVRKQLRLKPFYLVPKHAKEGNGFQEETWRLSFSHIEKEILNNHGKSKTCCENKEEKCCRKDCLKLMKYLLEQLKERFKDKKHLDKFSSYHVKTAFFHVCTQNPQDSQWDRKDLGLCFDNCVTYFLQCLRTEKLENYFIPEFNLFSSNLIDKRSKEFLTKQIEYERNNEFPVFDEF
mcGAS lum: inhibitors of mouse cGAS; Q8C6L5; inhibition, % at 12.5 µM; 0.15% of 160,000 active; recombinant cGAS, Kinase-Glo ATP depletion luminescence;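 further: 0% = negative control wells and 100% = reference inhibitor with no enzyme activity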
NPYLR7 ag: mosquito NPYLR7 agonism. HEK293T NPYLR7/Galpha15, GCaMP6s calcium fluorescence. activation, % at 10 µM. 0.15% of 270,000 active; in the data active means activation above about 40%;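 further: 0% = vehicle and 100% = reference agonist at the receptor; some compounds past the cut are filed as inactive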
The depositor's hits bear a star; x = not tested or not shown. Unless noted, no stated cut-off is given here; in the data, active means inhibition above about 40%; inactive means the rest.

| smiles | hcGAS lum | mcGAS lum | NPYLR7 ag |
| --- | --- | --- | --- |
| CCOCC(O)CN(C)CC(C)c1ccccc1 (stereo not given) | -18 | x | -1 |
| COC(=O)CCCCC(=O)Nc1ccc(-c2cccc(-c3cccc(OC)c3)n2)cc1 | -2 | -5 | -1 |
| COc1ccccc1-c1nnc2ccc(OCCNS(=O)(=O)c3cccnc3)nn12 | 2 | 3 | -5 |
| CCOC(=O)C1C(C)=NC(=O)NC1/C=C/c1ccccc1 (stereo not given) | 4 | x | 1 |
| O=C(Nc1ccc(S(=O)(=O)Nc2ccccc2Cl)c(Cl)c1)c1ccccn1 | -7 | -10 | -1 |
| CSc1cccc(NC(=O)c2cccnc2Oc2cccc([N+](=O)[O-])c2)c1 | -6 | -5 | 1 |
| COC(C)C(=O)Nc1cccc(NC(C)c2ccc(F)cc2F)c1 (stereo not given) | -5 | x | 9 |
| COc1ccc(-c2cc3c(c(OC)c2)OCCNC3)nn1 | -4 | -17 | 3 |
| CCOC(=O)C1CCCN(CC(=O)N2N=C(c3cc(C)ccc3C)CC2c2ccccc2F)C1 (stereo not given) | -9 | -7 | 15 |
| CCOC(=O)c1ccc(Cn2cc3ncccc3c2O)o1 | -7 | x | 1 |
| CCc1cccc(NC(=O)CNc2ccc(C)c(N3CCOC3=O)c2)c1 | -11 | -14 | 4 |
| CC(C)N(CC(=O)Nc1cc(-c2ccccc2)nn1-c1ccccc1Cl)C(=O)c1ccc(C(C)(C)C)cc1 | -6 | -5 | 12 |
| Nc1cc(-c2ccc(Cl)c(Cl)c2)nn1-c1ccc(C(=O)Nc2ccc(-c3ccccc3)cc2)cc1 | -6 | -4 | -1 |
| CCc1nnc(Cn2cc(-c3ccc(OC)c(OC)c3)nn2)s1 | 0 | -2 | -5 |
| Cc1nc(NCCNC(=O)Nc2ccc(Cl)c(C(F)(F)F)c2)cc(-n2cccn2)n1 | 1 | -5 | -5 |
| CC(=O)N1CCCN(C(=O)c2ccc3nc(Cc4ccccc4F)oc3c2)CC1 | -7 | x | 18 |
| CC(C)N(C(=O)c1ccc(-c2cccc(C(F)(F)F)c2)s1)C(C)C | -1 | 0 | -16 |
| Cc1cc(C)c(S(=O)(=O)Nc2ccccc2C(=O)NC(C)c2ccccc2)c(C)c1 (stereo not given) | 4 | 0 | -1 |
| CCCCC(=O)Nc1cc(-c2cn3nc(OC)ccc3n2)ccc1C | -3 | 0 | 1 |
| COc1ccc(S(=O)(=O)N2CCOCC2)cc1NC(=O)C(C)(C)c1ccccc1 | -6 | -7 | 0 |
| N#CCCN(CCc1ccccn1)C(=O)CN1C(=O)C2CCCCN2C(=O)c2ccccc21 (stereo not given) | 2 | x | -2 |
| c1ccc(CC2CN(Cc3cccn3-c3ccccn3)CCO2)cc1 (stereo not given) | -7 | x | 5 |
| O=S(=O)(c1ccc(SCc2cccc(F)c2)nc1)N1CCCC1 | -9 | x | 6 |
| CCC(C)NC(=O)c1cc(NC(=O)Nc2ccc(Cl)cc2)ccc1N1CCCCC1 (stereo not given) | -11 | -6 | 25 |
| CCN(CC)CCCC(C)NC(=O)c1cc(-c2cccn2C)nn1-c1cccc([N+](=O)[O-])c1 (stereo not given) | -6 | -3 | 2 |
| O=C(NC(c1ccc(-c2ccccc2)cc1)c1cnccn1)C1CCN(CCCOc2ccccc2)CC1 (stereo not given) | 1 | 1 | -1 |
| COc1ccc(CNC2(CN3CCOCC3)CCCCC2)cc1OC | -6 | x | -3 |
| CCOc1ccc(C(C2Sc3nc(C)nn3C2=O)N2CCC3(CC2)OCCO3)cc1 (stereo not given) | -6 | -10 | 2 |
| COc1cccc(C2c3cccn3CCCN2Cc2ccoc2)c1 (stereo not given) | -5 | -4 | 13 |
| O=C(CSc1ccc(NC(=O)c2ccccc2F)nn1)NCC1CCCO1 (stereo not given) | 1 | x | -6 |
| O=C(CCl)NC(=O)NCc1cccs1 | -9 | 21 | -2 |
| CCCCOc1ccc(C(=O)Oc2ccc(-c3nc4ccc(Br)cn4c3NC3CCCCC3)cc2OC)cc1 | -9 | -7 | 12 |
| O=c1cc(-c2ccccc2)[nH]n1-c1ccccc1Cl | -9 | -8 | -1 |
| O=C(COc1ccc(F)cc1Cl)NC(=O)c1ccccc1 | -15 | x | 2 |
| NC(=O)c1ccccc1OCc1nnc(-c2cccs2)o1 | -6 | x | 12 |
| Cc1ccc(N2C(=O)CSC2c2ccc(NC(=O)C3CC3)cc2)cc1F (stereo not given) | -5 | -6 | 31 |
| CCCCNC(=O)CSCc1cccc(C(=O)O)c1 | -6 | x | -1 |
| CCC(C)(N)c1nc(N)cc(=O)[nH]1 (stereo not given) | -6 | x | 10 |
| CCc1cc(CN(C)C2CCN(C(=O)c3ccccn3)CC2)on1 | 0 | x | 2 |
| COc1ccccc1NC(=O)N(Cc1ccc(F)cc1F)CC1CC(c2ccccc2Cl)=NO1 (stereo not given) | -6 | -3 | 14 |
| Cc1ccc(-c2noc(CCN(Cc3ccccc3)CC(O)COCc3ccco3)n2)cc1Cl (stereo not given) | -1 | -2 | 8 |
| NC(=O)c1nc(-c2ccc(Cl)cc2Cl)nc2c1[nH]c(=O)n2-c1ccc2c(c1)OCO2 | -8 | -7 | -2 |
| S=c1[nH]ccn1-c1ccc(Cl)cc1 | -5 | x | -2 |
| Cc1nnc(NC(=O)CSc2nnc(-c3ccc(=O)n(C)c3)n2C)s1 | -12 | x | 3 |
| O=C(CCc1nc(-c2ccc(F)cc2)no1)NCc1ccco1 | -11 | x | 21 |
| CCc1nccc(-c2nccn2CCc2nc(-c3ccccn3)no2)n1 | -7 | -10 | 1 |
| Cc1cccc(-n2c(SCc3cccc(C#N)c3)nnc2C2CC2)c1 | -2 | -5 | 1 |
| Cc1noc(C)c1NC(=O)N1CCC(n2cc(C(C)(C)C)nn2)CC1 | -3 | -13 | 5 |
| COC(=O)c1c(OCc2ccsc2)cc(=O)n2c1CCN(C(=O)C1Cc3ccccc3O1)CC2 (stereo not given) | -6 | -13 | 4 |
| COc1ccc(S(=O)(=O)Oc2cccc(CN(C(C)=O)C3CC3)c2)cc1 | -8 | -5 | -3 |
| CC(C)Cn1c(SCC(=O)Nc2ccc3c(c2)CCC3)nc(O)cc1=O | -12 | x | 4 |
| CN(C)CCc1cc2c(c3c1ccc1ccccc13)OCO2 | 70* | 56* | 2 |
| Cc1ccc(-n2nnc3c(N4CCN(C(=O)CCc5ccccc5)CC4)ncnc32)cc1 | -5 | -6 | -3 |
| Cc1nc2n(n1)C(=O)C(C(c1cccs1)N1CCN(C)CC1)S2 (stereo not given) | -3 | -2 | -9 |
| CC(C)(C)c1nnc(Nc2ccccc2)[nH]c1=O | -1 | x | 2 |
| CC(C)C(N)c1csc(Nc2cc(Oc3ccccc3)ncn2)n1 (stereo not given) | -8 | -7 | 0 |
| CN(C)S(=O)(=O)CCCN1CCc2c(c(CO)nn2C)C1 | -11 | -6 | x |
| COc1cccc([C@@H]2CCN(C3CCN(C(=O)c4ccncc4)CC3)C[C@H]2O)c1 | -5 | x | -3 |
| CC(C)N(Cc1nccn1C)C(=O)CC(c1ccccc1)c1ccccc1F (stereo not given) | -11 | x | 7 |
| CCC(=O)N1CCCN(c2nc(Cc3ccccc3)nc3onc(-c4ccc(C(C)(C)C)cc4)c23)CC1 | 2 | 2 | -8 |

Next section
| smiles | hcGAS lum | mcGAS lum | NPYLR7 ag |
| --- | --- | --- | --- |
| Cc1cc(=O)n(CC(=O)N2CCCc3ccccc32)c(-n2nc(C)cc2C)n1 | -1 | -6 | 8 |
| CCN(CC1CCOCC1)C(=O)CCc1nc(-c2ccccc2C)no1 | -4 | -18 | 3 |
| N#Cc1ccc(S(=O)(=O)N2CCN(Cc3cc(=O)c(OCc4ccccc4Cl)co3)CC2)c(Cl)c1 | -4 | -6 | 0 |
| COc1ccc(-n2c(SCCCC#N)nc3ccccc3c2=O)cc1Cl | 2 | 0 | 5 |
| CC(NC(=O)c1ccc(N2CCCCC2=O)cc1)C1CC2CCC1C2 (stereo not given) | -6 | x | 3 |
| COc1ccc(N2C(=O)CSC2c2cccs2)cc1 (stereo not given) | -1 | -4 | -12 |
| CCCN(CC1CC1)C(=O)CSc1nc2cc(Cl)ccc2c(=O)n1CC1CCCO1 (stereo not given) | -2 | x | 12 |
| O=C(NCC1CCCCC1O)C(=O)Nc1cccc(Cl)c1Cl (stereo not given) | -11 | -14 | -2 |
| Cc1cccc(NCC2CCCN2C(=O)CCNC(=O)C(C)(C)C)n1 (stereo not given) | -4 | x | 7 |
| CCSCCOC(=O)C1=C(C)N(C)C(=O)NC1c1cccc([N+](=O)[O-])c1 (stereo not given) | -3 | -4 | -2 |
| O=C(Cc1ccccc1Cl)NCCCn1nc(-c2ccc(F)cc2)ccc1=O | -4 | x | -1 |
| CCc1c(C)nn(-c2ccc(C(=O)NCCc3cccnc3)cc2)c1C | 0 | -4 | 0 |
| CCOC(=O)Nc1cccc(NCC(=O)Nc2cc(F)ccc2F)c1C | -4 | x | 7 |
| O=C(NCCc1ccco1)c1ccc2c(c1)OCO2 | 2 | x | -5 |
| CC1c2cccn2CCN1S(=O)(=O)c1c(F)cc(F)cc1Br (stereo not given) | -4 | -4 | 0 |
| COc1ccccc1NC(=O)Cn1c(C)cc(C)c(C#N)c1=O | -5 | -8 | 3 |
| CC1Cc2cc(-c3cc(CC(=O)NC4=NCCS4)no3)ccc2O1 (stereo not given) | -9 | -7 | 8 |
| CCOc1ccc(-n2nnc3c(=O)n(Cc4ccc(C(F)(F)F)cc4)cnc32)cc1 | -3 | x | 9 |
| C=CCNC(=O)CN1CN(c2ccccc2)C2(CCN(C(=O)c3cccs3)CC2)C1=O | -5 | -4 | 7 |
| COc1cn(CC(=O)Nc2cccc(C)c2)c(CN2CCCCCC2)cc1=O | -7 | -7 | 1 |

Molecules above containing a nitro group on carbon:
| smiles | hcGAS lum | mcGAS lum | NPYLR7 ag |
| --- | --- | --- | --- |
| CSc1cccc(NC(=O)c2cccnc2Oc2cccc([N+](=O)[O-])c2)c1 | -6 | -5 | 1 |
| CCN(CC)CCCC(C)NC(=O)c1cc(-c2cccn2C)nn1-c1cccc([N+](=O)[O-])c1 (stereo not given) | -6 | -3 | 2 |
| CCSCCOC(=O)C1=C(C)N(C)C(=O)NC1c1cccc([N+](=O)[O-])c1 (stereo not given) | -3 | -4 | -2 |

In the list so far, two have bromine:
| smiles | hcGAS lum | mcGAS lum | NPYLR7 ag |
| --- | --- | --- | --- |
| CCCCOc1ccc(C(=O)Oc2ccc(-c3nc4ccc(Br)cn4c3NC3CCCCC3)cc2OC)cc1 | -9 | -7 | 12 |
| CC1c2cccn2CCN1S(=O)(=O)c1c(F)cc(F)cc1Br (stereo not given) | -4 | -4 | 0 |

Carrying on:
| smiles | hcGAS lum | mcGAS lum | NPYLR7 ag |
| --- | --- | --- | --- |
| C[C@H](NC(=O)Nc1ccc(I)cc1)C(=O)N1CCC(C(=O)N2CCCCC2)CC1 | -4 | -5 | 15 |
| COCc1oc2ccc(NS(=O)(=O)c3ccc(C)cc3)cc2c1C(=O)OC | -7 | -7 | -8 |
| COc1ccc(CCN(C)C(=O)/C=C/c2ccc(C)cc2)cc1OC | -2 | x | -9 |
| O=C(c1cc2n(n1)CCN(Cc1cccc(Cl)c1)C2=O)N1CCC2(CC1)OCCO2 | -3 | -4 | -2 |
| O=C(CCN1CCCCC1)NNC(=O)C12CC3CC(CC(C3)C1)C2 | 3 | 2 | x |
| CCOC(=O)C1(NC(=O)CCOC(C)C)Cc2ccccc2C1 | -14 | x | 6 |
| CN(Cc1ccccc1)C(=O)CCC1CCN(C(=O)CC2=CCCCC2)CC1 | -6 | x | 10 |
| O=C(CNC(=O)c1ccccc1O)N=Nc1c(O)n(CCc2ccccc2)c2ccccc12 | 1 | -2 | 0 |
| C=CCNC(=O)c1cncn1-c1cccc(-c2ccccc2C(F)(F)F)c1 | -5 | -7 | -2 |
| Cc1cc[n+](C(C)C(=O)c2ccc(-c3ccccc3)cc2)cc1 (stereo not given) | -6 | x | -14 |
| C=CCN(CC1=CCCN(C)C1)C(=O)COC | -9 | -12 | x |
| CCN(CCn1cc(Cl)cn1)[C@H]1COC[C@@H]1O | -5 | -4 | x |
| CCc1nc2ccc(C(=O)NC3CCN(Cc4ccccc4)CC3)cn2c1N(C)Cc1ccc(N(C)C)cc1 | -4 | -3 | 0 |
| CN(C)c1ccc(C2=NOC(CN(Cc3cccc(F)c3)C(=O)c3cccs3)C2)cc1 (stereo not given) | -6 | -6 | -1 |
| Cc1ccc2oc(-c3ccc(NC(=O)c4ccc(C(C)(C)C)cc4)cc3O)nc2c1 | -9 | -6 | -4 |
| CCN(CC)C(=O)CSc1nnc(Cc2ccccc2)n1-c1ccccc1C | -5 | -7 | 19 |
| COc1ccc(C(=O)NC(NC(=O)c2ccc(OC)cc2)c2ccc(OC)c(OC)c2)cc1 | 2 | x | 2 |
| CC(C)(C)c1cc(N2CCOCC2)n2ncc(-c3ccccc3Cl)c2n1 | -2 | -5 | 8 |
| CCN(CC)C(=O)Oc1ccc2c(ccn2C)c1NC(=O)C1CCCCC1 | -7 | -6 | -7 |
| CC1(C)[C@H]2CC=C(CN3CCC(CCC(=O)N4CCOCC4)CC3)[C@@H]1C2 | -7 | -11 | 7 |
| Cc1onc(-c2ccccc2Cl)c1C(=O)N(C)C1CCCCC1 | -1 | x | 3 |
| O=C1CC(NC2CCSCC2)CN1Cc1ccccc1C(F)(F)F (stereo not given) | -8 | x | 14 |
| Nc1ccccc1CC(=O)Nc1ccccc1 | -5 | -13 | 0 |
| Cc1cc(C)nc(N2CCC(NC(=O)C3CCCCC3)CC2)n1 | 13 | 3 | x |
| FC(F)(F)c1cccc(N2CCN(C3CCCN(C4Cc5ccccc5C4)C3)CC2)c1 (stereo not given) | 0 | -8 | 6 |
| COc1cccc(Cc2nsc(N(CC(=O)N3CCN(C/C=C/c4ccccc4)CC3)Cc3ccccc3)n2)c1 | -1 | -3 | x |
| CC1=NN(C(=O)c2ccccc2[N+](=O)[O-])C(O)(C(F)(F)F)C1 (stereo not given) | -9 | x | 2 |
| COCCNC(=O)Cn1c(CO)cnc1SCc1cccc2ccccc12 | -1 | x | 1 |
